High-throughput results (PubChem)
GAA glycogen: qHTS Assay for Inhibitors and Activators of Human alpha-Glucosidase Cleavage of Glycogen. Lysosomal alpha-glucosidase (Homo sapiens), P10253. recombinant GAA, glycogen substrate, Amplex Red glucose oxidase fluorescence. Potency, µM (doses to about 76.4 µM), for the others: top-dose activity change, negative = inhibition, most hits filed as inhibitors. 0.38% of 300,000 active. AID 2100, 2009; active = well fitted inhibition curve with a large enough effect; inconclusive = small, poorly fitted or top-dose-only effect, or another doubt; inactive = no such curve, though single readings can be large or run the other way;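 note: 0% = full enzyme reaction and -100% = no-enzyme basal signal; the screen sought inhibitors and activators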
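Recombinant human enzyme (4 nM); glycogen substrate; 37 C, 40 min, pH 5.0. Readout: coupled glucose oxidase/Amplex Red fluorescence.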
Starred values were filed as active, the others as inactive; ? = inconclusive; & = joins results of further samples; [ ] = another dose, or the depositor's remark. Potency is the fitted concentration of half-maximal effect. A portion of the library, so the mix of outcomes need not match the whole.

SMILES | GAA glycogen
O=C(NCCc1c[nH]c2ccccc12)Nc1ccccc1C(F)(F)F | 12.6%[76.3 µM]
Cc1ccc(C(=O)NC(=S)NNC(=O)c2cccc([N+](=O)[O-])c2)cc1 | 14.6%[76.3 µM]
Cc1ccc(-c2csc(=Nc3ccccc3)n2Cc2ccc3c(c2)OCO3)cc1C | -12.0%[76.3 µM]
Cc1ccccc1CC(=O)Nc1ccc2c(c1)CCC2 | -0.6%[76.3 µM]
COc1cc(C2c3c(-c4c(C)cc(C)cc4O)n[nH]c3C(=O)N2CCCOC(C)C)cc(OC)c1OC (stereo not given) | 3.1%[76.3 µM]
CCN1C(=NCCCCO)N[C@@H](c2cccc(F)c2)C(C(=O)OC)=C1C | 17.2%&20.9%[76.3 µM]
CC1(c2ccc(OC(F)F)cc2)NC(=O)N(CC(=O)Nc2ccc(Cl)cc2F)C1=O (stereo not given) | -2.6%
CNS(=O)(=O)c1cc(NC(=O)c2cnc(SC)n2-c2ccccc2)ccc1C | 1.4%
CCc1ccc(NC(=O)CN2CCC(C(=O)c3ccc(OC)cc3)CC2)cc1 | 0.0%
CCCC[C@]12Cc3cc(C#N)ccc3C(O1)c1c(c3ccccc3oc1=O)O2 | 14.1%[15.3 µM]
CC1=Nc2cc(C(=O)NCc3ccccc3Cl)ccc2Sc2c(C)ccc(C)c21 | -12.4%[76.3 µM]
CC(C)C(=O)NC(c1ccc(Cl)cc1Cl)c1ccc2cccnc2c1O (stereo not given) | 9.3%[76.3 µM]
O=C(CCC1CCCN(C(=O)c2cccc(F)c2)C1)N1CCN(c2ccccn2)CC1 (stereo not given) | 1.6%[76.3 µM]
COc1ccc(-c2c(NC(=O)c3ccco3)oc3ccccc3c2=O)cc1OC | ?
COc1cc(C2CC(=O)Oc3c2c(=O)[nH]c2ccccc32)cc(OC)c1OC (stereo not given) | 50.1µM*
Cc1ccc(NC(=O)C2CCN(S(=O)(=O)c3cccc4nsnc34)CC2)cc1F | -6.2%[76.3 µM]
Cn1c(COc2ccc([N+](=O)[O-])cc2)nnc1SCC(=O)NCC1CCCO1 (stereo not given) | 1.7%
COc1ccc(NC(=O)CSc2nc3ccccc3c(=O)n2C)cc1 | 3.4%[76.3 µM]
COc1cccc(C2=NOC(C(=O)Nc3ccc4c(c3)OCO4)C2)c1OC (stereo not given) | -9.3%
COc1ccc(C2=NN(C(=O)CCC(=O)O)C(c3ccc(F)cc3)C2)cc1 (stereo not given) | -1.3%[76.3 µM]

Some of the entries so far, with tabs.
canonical_smiles	GAA glycogen
COc1ccc(-c2c(NC(=O)c3ccco3)oc3ccccc3c2=O)cc1OC	?
COc1cc(C2CC(=O)Oc3c2c(=O)[nH]c2ccccc32)cc(OC)c1OC (stereo not given)	50.1µM*
Cc1ccc(NC(=O)C2CCN(S(=O)(=O)c3cccc4nsnc34)CC2)cc1F	-6.2%[76.3 µM]
Cn1c(COc2ccc([N+](=O)[O-])cc2)nnc1SCC(=O)NCC1CCCO1 (stereo not given)	1.7%

Next entries follow:
SMILES | GAA glycogen
CC(=O)c1ccc(OCc2cc(C(=O)N(C)CCOc3ccc(C)cc3)no2)cc1 | -2.3%[76.3 µM]
Cc1oc(-c2cccc(Cl)c2)nc1CSc1nncn2c1cc1occc12 | -7.2%[76.3 µM]
COc1ccccc1Nc1ncnc2c1c(C)c(C)n2CCCN(C)C | -2.5%
O=C(c1ccccc1Br)N1CCN(c2ccccn2)CC1 | 0.8%
CCC(=O)N1CCCc2cc(S(=O)(=O)Nc3ccc(C)c(C)c3)ccc21 | -2.1%[76.3 µM]
COc1ccc(CCNC(=O)c2cc3c(-c4ccc(OC)c(OC)c4)nn(C)c3s2)cc1OC | -16.9%[76.3 µM]
Cc1cc(C)c(C(=O)NNC(=O)c2cccnc2)c(C)c1 | -6.4%
CC1CCN(S(=O)(=O)c2ccc3c(c2)c(=O)c(C(=O)N2CCOCC2)cn3C)CC1 | 0.3%[76.3 µM]
COc1ccccc1-n1nnnc1SCC(=O)NC1CCCCC1 | -8.1%
COc1cccc(/C=N/NC(=O)C(=O)N2CCCCCC2)c1OC | -8.7%[76.3 µM]
COc1ccc(C(=O)NC(=S)N2CCCCC2c2cccnc2)cc1OC (stereo not given) | -15.5%[76.3 µM]
CC(=O)N(C)c1ccc(N=NC2C(=O)N(C(N)=S)N=C2C)cc1 (stereo not given) | -8.1%[76.3 µM]
Cc1c(Cl)c([N+](=O)[O-])nn1CC(=O)N1CCN(C23CC4CC(CC(C4)C2)C3)CC1 | -4.0%
Cc1cccc(C)c1NC(=O)C1CCCN1C(=O)NCc1ccccc1 (stereo not given) | 10.0%
COc1ccc(-c2nnc(Nc3ccc(OC)c(C(N)=O)c3)c3ccccc23)cc1 | 9.4%[76.3 µM]
Cc1cc(C)c2c(CC(=O)N3CCCC3)coc2c1 | -9.3%[76.3 µM]
COc1cccc(NC(=O)NNC(=O)C(C)Oc2ccc3ccccc3c2)c1 (stereo not given) | -11.5%[76.3 µM]
Cc1ccc(C(=O)Nc2ccc3oc(-c4ccncc4)nc3c2)c(Cl)c1 | 18.3%[76.3 µM]
CCOc1ccc(C2/C(=C(/O)c3ccc4c(c3)CC(C)O4)C(=O)C(=O)N2CC2CCCO2)cc1 (stereo not given) | 0.2%[76.3 µM]
COc1ccc(F)cc1S(=O)(=O)NCC1CCCO1 (stereo not given) | -6.3%[76.3 µM]
O=C(c1ccccc1)c1ccc2nc(N3CCN(c4ccc(F)cc4)CC3)c3nncn3c2c1 | 13.0%[76.3 µM]
CCOC(=O)c1c(NC(=O)CSc2cn(CCNC(=O)c3ccc(OCC)cc3)c3ccccc23)sc2c1CCC2 | -20.4%[76.3 µM]
COc1ccc(C(=O)Oc2c(Sc3ccccc3)c(C)nn2-c2ccccc2)cc1OC | -15.2%[76.3 µM]
O=C(NCc1ccccc1)/C(=C/c1cccc([N+](=O)[O-])c1)NC(=O)c1ccco1 | 5.5%
COCCCNC(=O)/C(C#N)=C/c1c(N2CCN(c3ccc(OC)cc3)CC2)nc2c(C)cccn2c1=O | -6.4%
COc1ccc(-c2nc3ccccc3s2)cc1NC(=O)c1cc(OC)c(OC)c(OC)c1 | 15.6%[76.3 µM]
Cc1cc(C)cc(NC(=O)CSc2oc(-c3ccco3)nc2S(=O)(=O)c2ccccc2)c1 | -4.7%[76.3 µM]
Cc1cccc(NC(=O)c2ccc3c(=O)n(CC4CCCO4)c(=S)[nH]c3c2)c1 (stereo not given) | 7.3%[76.3 µM]
O=C(N/N=C\c1ccc[nH]1)c1cncc(Br)c1 | 2.0%[76.3 µM]
O=C(c1ccc(Cl)cc1)C(CN1CCCCC1)c1ccccc1 (stereo not given) | 2.1%
COc1ccc(Cl)cc1NC(=O)CSc1c2c(nc3ccccc13)CCC2 | 7.4%[76.3 µM]
O=C1Cc2cc(S(=O)(=O)N3CCN(c4ccc(Cl)cc4)CC3)ccc2N1 | ?
COc1cc(OC)cc(-c2nnc(SCC(=O)c3ccc([N+](=O)[O-])cc3)o2)c1 | 12.3%[76.3 µM]
Cc1cccn2c(=O)c3cc(C(=O)NCC4CCCO4)c(=N)n(CCc4ccccc4)c3nc12 (stereo not given) | 4.9%
CC(CC(=O)N1CCN(C(=O)c2ccccc2)CC1)c1ccccc1 (stereo not given) | -8.2%
COc1ccc(O)c(CN2CCN(CCCc3ccccc3)C(CCO)C2)c1 (stereo not given) | ?
COc1cc(NC(=O)Cn2cnc3c(nc4n3CCCCC4)c2=O)cc(OC)c1OC | -0.4%[76.3 µM]
CCOC(=O)N1CCN(C2CCCN(C(=O)c3ccccc3C(F)(F)F)C2)CC1 (stereo not given) | -11.9%[76.3 µM]
COCCCn1c(=O)c2ccccc2n2c(=S)[nH]nc12 | ?
CCOc1ccc(CN(C)C(=O)CNC(=O)C2CCCCC2)cc1 | 4.1%
COCCNC(=O)c1c(NC(=O)c2cc(=O)c3cc(C)cc(C)c3o2)sc2c1CCCC2 | 17.6%[76.3 µM]
Cc1[nH]c2ccc(OC(F)(F)F)cc2c1CCN1C(=O)c2ccc(C(=O)O)cc2C1=O | -0.7%
CC1(C)Cc2c(c(N3CCCC3)nc3sc(C(=O)Nc4ccccc4)c(N)c23)CO1 | -0.4%[76.3 µM]
O=C(CSc1ccc(-c2cccnc2)nn1)Nc1ccc(F)cc1F | -2.9%[76.3 µM]
CC12CC3CC(C)(C1)CC(C(=O)N1CCCC1)(C3)C2 | 5.0%[76.3 µM]
Cc1cc(C)c(Cn2c(C)c(CNCCCc3ccccc3)c(C(=O)O)c2C)c(C)c1 | 4.2%[76.3 µM]
CCCCNC(=O)O[C@@H]1C[C@H]2CCCC(=O)N3CC[C@@H](C1)[C@@H]23 | 13.3%[76.3 µM]
COc1ccc(NC(=O)Cn2c(=O)n(Cc3ccc4c(c3)OCO4)c(=O)c3ccc(C(=O)NC4CCCCC4)cc32)cc1 | 14.3%[76.3 µM]
CCOC(=O)C1CCN(C(=O)c2nn(-c3ccc(C)cc3)c(=O)c3c2c2ccccc2n3C)CC1 | -11.7%[76.3 µM]
O=C(NNc1cc(C(F)(F)F)ccc1Cl)c1ccc(=O)[nH]c1 | ?
COc1ccc(NC(=O)N2CCCC(c3ccccc3)C2)cc1 (stereo not given) | -5.6%
Cc1coc2c(C)c3oc(=O)c(CCC(=O)NCCc4ccccc4)c(C)c3cc12 | -7.7%[76.3 µM]
CCS(=O)(=O)N1CCc2cc(C(=O)N3CCN(c4cccc(C(F)(F)F)c4)CC3)ccc21 | ?
O=C(O)CC(Cc1ccc(Cl)cc1)C(=O)Nc1cc(Cl)ccc1Cl (stereo not given) | -4.1%[76.3 µM]
Cc1cccc(C(=O)N(CC(=O)Nc2sc(C)c(C)c2C(N)=O)C2CCCC2)c1 | -12.3%
CCOc1ccc(NC(=O)CC2C(=O)NCCN2C(=O)Nc2ccccc2)cc1 (stereo not given) | -2.3%[76.3 µM]
CCN1C(=O)c2ccc(C(=O)Nc3c(C)cc(C)cc3C)cc2C1=O | 4.8%[76.3 µM]
COc1ccc(NC(=O)CCc2c(C)nc3cc(-c4cccc(F)c4)nn3c2C)cc1Cl | 16.5%[76.3 µM]
Cc1cccc(N(C)C(=O)Cc2c(C(=O)O)[nH]c3ccccc23)c1 | 0.4%[76.3 µM]
Cc1ccc(CN2CCN(Cc3cc4ccccc4o3)CC2CCO)cc1 (stereo not given) | 0.9%[76.3 µM]

3 of the entries above in order of the GAA glycogen value, high to low:
| SMILES | GAA glycogen |
| --- | --- |
| Cc1[nH]c2ccc(OC(F)(F)F)cc2c1CCN1C(=O)c2ccc(C(=O)O)cc2C1=O | -0.7% |
| COc1ccc(NC(=O)N2CCCC(c3ccccc3)C2)cc1 (stereo not given) | -5.6% |
| Cc1cccc(C(=O)N(CC(=O)Nc2sc(C)c(C)c2C(N)=O)C2CCCC2)c1 | -12.3% |

Continuation:
SMILES | GAA glycogen
CCc1ccc(OCC(=O)Nc2ccc(Cl)c(-c3nc4cc(C)cc(C)c4o3)c2)cc1 | -8.2%[76.3 µM]
CCOc1ccc(-c2noc(CSc3nnc(Cc4ccccc4)n3-c3ccc(F)cc3)n2)cc1 | -11.4%[76.3 µM]
CCCn1c(=O)c(C(=O)NCCc2ccc(OC)cc2)c(O)c2ccccc21 | 2.6%[76.3 µM]
CCOc1ccc(CN(C(=O)/C=C/c2ccco2)C2CCS(=O)(=O)C2)cc1 (stereo not given) | -14.2%[76.3 µM]
CCCC(=O)N1CCN(c2nc3ccccc3s2)CC1 | -4.0%[76.3 µM]
Cc1ccc(C)c(/C=C2\CCn3c2nc2cc(C(=O)O)ccc2c3=O)c1 | 2.6%
Cc1ccc(N(C(=O)CNC(=O)c2ccco2)C(C(=O)NC2CCCC2)c2ccncc2)cc1 (stereo not given) | 2.0%
Cc1ccc2cc3cc(C(=O)N4CCN(c5ccc(Cl)cc5)CC4)oc3nc2c1 | 10.2%[76.3 µM]
Cc1ccc(S(=O)(=O)N2CCC(C)CC2)cc1C(=O)NCCN1CCOCC1 | -5.7%[76.3 µM]
CC(C)(C)NC(=O)CN(Cc1ccc2c(c1)OCO2)C(=O)CNS(=O)(=O)c1ccc(F)cc1 | 1.3%
C/C(=N/NC(=O)c1cc2ccccc2cc1O)c1ccco1 | -0.3%[76.3 µM]
O=C(NCCc1ccc(Cl)cc1)C1(c2ccccc2)CC1 | 2.7%[76.3 µM]
Cc1c(NC(=O)c2cc([N+](=O)[O-])ccc2N2CCOCC2)cccc1-c1nc2ccccc2o1 | 15.4%[76.3 µM]
C#CCN(CC=C)C(=O)c1cccc(OC2CCN(S(C)(=O)=O)CC2)c1 | -4.9%[76.3 µM]
COc1ccc(-c2nsc(NC(=O)c3ccccc3Br)n2)cc1 | 6.1%[76.3 µM]
O=C(CCNC(=O)c1ccc([N+](=O)[O-])cc1)NCCc1ccccc1 | -4.5%
Cc1ccc(NC(=O)CNCc2ccccc2Cl)cc1S(=O)(=O)N(C)C | 3.1%
Cc1nc(SCC(=O)NCC2CCCO2)c2c3c(sc2n1)CCCC3 (stereo not given) | -8.1%[76.3 µM]
CSc1cccc(Nc2cc(C(=O)NCCc3ccc(Cl)cc3)c3ccccc3n2)c1 | 5.0%[76.3 µM]
CCCn1c(-c2cc(OC)c(OC)c(OC)c2)nc2c1c(=O)[nH]c(=O)n2Cc1ccccc1 | -11.4%
O=C(Nc1cccc([N+](=O)[O-])c1)C1CCN(C(=O)Cc2ccccc2)CC1 | -2.6%[76.3 µM]
CC(C)C[C@@]12C(=O)N(c3ccc(Br)cc3)C(=O)N1[C@H](c1ccc(Br)cc1)[C@@H]1C(=O)N(C(C)(C)C)C(=O)[C@@H]12 | 6.8%[76.3 µM]

GAA glycogen, hit marks shown above
SMILES | GAA glycogen
COc1cc(C2CC(=O)Oc3c2c(=O)[nH]c2ccccc32)cc(OC)c1OC (stereo not given) | 50.1µM*
